# Screening data (PubChem BioAssay)
# GPR55 activation: selective activators of receptor GPR55 – imaging, U2OS cells, beta-arrestin-GFP redistribution, primary screen (AID 1961); U2OS GPR55 beta-arrestin-GFP redistribution imaging; higher % means a stronger effect; activation, % at 10 µM, or EC50 in µM where a hit was titrated; hit rate 0.048% among 290,000;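 active = activation above 40% with more than 50 cells counted in the well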;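 also: U2OS osteosarcoma cells stably expressing GPR55 and beta-arrestin-GFP; plate controls were DMSO negative control for no effect and LPI positive control for full effect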
# GPR55 antagonists: inhibition of LPI-stimulated GPR55 beta-arrestin translocation – imaging, U2OS, beta-arrestin-GFP, LPI agonist, primary screen (AID 2013) | U2OS GPR55 beta-arrestin-GFP translocation imaging, LPI antagonism; higher % means a stronger effect | inhibition, % at 10 µM; hits with a dose series show IC50 in µM | hit rate 0.13% among 290,000;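 active = spots per cell inhibited over 60%, with over 100 cells counted and total cytoplasm intensity under 500,000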;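 also: U2OS cells stably carrying GPR55 and arrestin-GFP stimulated by 5 µM LPI near EC80; imaged beta-arrestin-GFP aggregate spots per cell after agonist stimulation; plate controls were LPI-stimulated DMSO wells for no effect and DMSO wells without LPI for full effect; some results filed as inactive read as strong as hits; confirmed hits need IC50 under 10 µM and bright autofluorescent wells are also inconclusive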
# SV40 large T antigen: SV40 large T antigen inhibitors, biochemical (AID 1903). SV40 large T antigen ATPase/helicase inhibition assay; higher % means a stronger effect. inhibition, % at 20 µM; hits with a dose series show IC50 in µM. hit rate 0.39% among 310,000; in the data active = a potency from the dose series; also: strong numbers were not always called active
# GPR35 arrestin U2OS: GPR35 antagonists blocking zaprinast-driven arrestin recruitment, primary screen, imaging, U2OS, beta-arrestin-GFP, zaprinast agonist (AID 2058) | hit rate 0.052% among 290,000 | U2OS GPR35 beta-arrestin-GFP translocation imaging, zaprinast antagonism; higher % means a stronger effect | inhibition, % at 10 µM; hits with a dose series show IC50 in µM;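 active = inhibition of at least 50% with at least 30 cells and total cytoplasm GFP at most 10,000,000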
# NTR1 agonist: agonists of NTR1, primary screen, imaging, U2OS cells, beta-arrestin-GFP, high content (AID 493036) | NTR1-U2OS beta-arrestin-GFP spot imaging, agonist mode | activation, % at 20 µM | hit rate 0.17% among 330,000;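 active = activation at or above 40% of the spot to cytoplasm intensity ratio, with at least 20 cells analyzed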;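 also: 0% = DMSO without peptide and 100% = 100 nM NTR1 peptide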
# Target sequence (P30989 whole entry, looked up): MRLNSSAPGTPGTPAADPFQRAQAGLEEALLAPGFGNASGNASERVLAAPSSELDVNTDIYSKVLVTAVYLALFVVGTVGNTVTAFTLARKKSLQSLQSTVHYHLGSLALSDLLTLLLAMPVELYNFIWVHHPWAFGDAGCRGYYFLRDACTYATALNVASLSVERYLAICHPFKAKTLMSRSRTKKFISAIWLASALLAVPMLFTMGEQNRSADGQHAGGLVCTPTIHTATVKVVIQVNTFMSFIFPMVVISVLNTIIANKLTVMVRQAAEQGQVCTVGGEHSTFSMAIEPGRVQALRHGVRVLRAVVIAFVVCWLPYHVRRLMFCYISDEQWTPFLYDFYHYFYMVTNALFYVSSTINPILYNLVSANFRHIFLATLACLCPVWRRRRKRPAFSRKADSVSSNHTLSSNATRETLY
# Rac1 GTP hydrolysis: MgcRacGAP GTPase-activating activity inhibitors, confirmation, biochemical, ADP Hunter fluorescence. MgcRacGAP-stimulated Rac1 GTP hydrolysis, ADP Hunter fluorescence; higher % means a stronger effect; GST-tagged Rac1 F28L mutant substrate. inhibition, % at 30 µM, or IC50 in µM where a hit was titrated. hit rate 0.6% among 340,000;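 active = first-screen hits whose inhibition reached a set limit at any dose in the follow-up dose series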;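 also: fluorescence reports GDP produced by GAP-driven GTP hydrolysis; strong numbers were not always called active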
# T cell HTS: T cell immune modulation candidate; 2C CD8+ T cell-vesicle binding, flow cytometry; hits give low values; calls only at 7 µM; hit rate 0.068% among 330,000;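 active = response, share of CD8 T cells binding vesicles, and their 90th percentile fluorescence all below set limits, cut at about 80% in these data, passing the limit was not always enough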
#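 Material: murine 2C transgenic CD8+ T lymphocytes / Also added: QL9-peptide-loaded Drosophila micro-vesicles bearing Ld, ICAM-1 and B7-1 / Schedule: binding step 1.5 h, 37 °C, antibody labelling 20 min, ice / Signal: flow cytometry, PE anti-B7-1 (FL2) versus Alexa647 anti-CD8 (FL8), PFA-fixed / Evaluation: percent CD8+ FL2 mean versus row control / Benchmarks: naked versus QL9-loaded vesicles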
# LYP inhibition: PTPN22 lymphoid phosphatase activity blockers – biochemical, fluorescence intensity, uHTS (AID 1779); inhibition, % at 11.5 µM; hits with a dose series show IC50 in µM; hit rate 0.054% among 290,000; recombinant LYP phosphatase, fluorescence intensity; higher % means a stronger effect; in the data active = inhibition above about 50%;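 also: plate controls were vehicle with enzyme for no effect and no enzyme for full effect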
# Hep lipid drop: hepatic lipid droplet formation modulation; AML12 mouse hepatocytes, oleate lipid droplets, BODIPY imaging; inhibition, % at 6.5 µM; hit rate 0.4% among 240,000;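 active = lipid droplet intensity inhibited by at least 50%, with more than 500 cells counted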
#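 System: AML12 hepatocytes (mouse). Probe or stimulus: oleic acid at 100 µM to induce lipid droplet formation. Times: overnight treatment with compound plus oleate. Detection: Image-based BODIPY and DAPI two-channel analysis. Evaluation: percent inhibition of filter-corrected integrated lipid droplet intensity per well.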
# Hep lipid drop cells 6.5 µM: also measured in Hep lipid drop; calls as there; cell count; measured here: cell count, cytotoxicity flag;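 cells counted across two imaged fields per well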
# T cell HTS vesicle-bound %: also measured in T cell HTS; calls as there; double positive events, %; measured here: CD8+ vesicle-bound cell fraction;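 binding gate set so that unloaded-vesicle control wells show 10% double positive cells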
# NTR1 agonist cell count 20 µM: further read-out of NTR1 agonist, marked with its call; cell count; measured here: cell count, cytotoxicity flag
# Numbers without * were called inactive; i = inactive; . = no result given.
SMILES,GPR55 activation,GPR55 antagonists,SV40 large T antigen,GPR35 arrestin U2OS,NTR1 agonist,NTR1 agonist cell count 20 µM,Rac1 GTP hydrolysis,T cell HTS,T cell HTS vesicle-bound %,LYP inhibition,Hep lipid drop,Hep lipid drop cells 6.5 µM
CCOc1ccc(CCNC(=O)c2ccc(CS(=O)Cc3ccccc3Cl)o2)cc1 (stereo not given),0.4%,2%,4%,18%,-0.4,47,5%,i,22,-10%,0,788
O=C(Nc1ccc(S(=O)(=O)Nc2ncccn2)cc1)c1ccc(Br)s1,-0.1%,3%,5%,2%,-0.9,69,0%,i,18,-3%,5,802
COc1ccc(Nc2ccc(S(=O)(=O)N3CCCCC3)cc2[N+](=O)[O-])cc1Cl,0.2%,-6%,11%,12%,3.5,60,3%,i,48,3%,-13,668
Cc1ccc(C(=O)COC(=O)CNC(=O)c2ccc(Br)o2)cc1[N+](=O)[O-],0.4%,-6%,6%,4%,-0.7,55,13%,i,22,-11%,16,668
CC1C(=O)N2CCCc3cc(S(=O)(=O)N(C)CCC#N)cc1c32 (stereo not given),-0.1%,9%,3%,-14%,0.4,60,5%,i,6,-10%,10,727
COc1cc(-c2noc(CCCC(=O)Nc3cccnc3)n2)cc(OC)c1OC,0.0%,-20%,2%,-2%,1.1,58,4%,i,6,-5%,.,.
Cc1nn(-c2ccccc2)c(NC(=O)C(C)C)c(-c2ccccc2)c1=O,0.7%,7%,10%,1%,2.1,65,.,i,59,-1%,-16,727
COc1ccc(CCNC(=O)c2ccc(Cl)c(S(=O)(=O)N(C)c3ccccc3)c2)cc1,-0.3%,0%,9%,0%,8.0,76,5%,i,48,-5%,-10,637
COc1ccc(S(=O)(=O)N2CCN(CCO)CC2)cc1-c1nnc2c3ccccc3c(C)nn12,0.6%,-3%,0%,15%,-1.2,86,20%,i,38,-4%,12,720
Cc1ccc(N(C(=O)C(F)(F)F)C(C(=O)NC2CCCCC2)c2cccs2)cc1C (stereo not given),0.3%,14%,5%,2%,-0.5,57,1%,i,19,-7%,.,.
COc1cccc(CC2(CO)CCN(Cc3ccc4cccc(F)c4n3)CC2)c1,0.6%,-6%,2%,3%,2.6,53,1%,i,48,-8%,-16,709
O=C(CN1CCN(Cc2ccccc2)CC1)Nc1cccc(Cl)c1,-0.2%,9%,15%,-15%,0.6,63,12%,i,17,-5%,1,843
Cc1ccc(N2CC(C(=O)OCc3ccccc3)CC2=O)cc1 (stereo not given),-0.2%,5%,-4%,-9%,1.2,35,11%,i,28,-3%,.,.
CCn1cc(-c2nnnn2-c2ccc(Cl)cc2)c(=O)c2ccccc21,0.0%,17%,-1%,3%,0.6,70,5%,i,25,1%,.,.
COc1ccc(NC(=O)CC2C(=O)OCC3CCCCN32)cc1Cl (stereo not given),-0.2%,1%,4%,6%,3.9,53,7%,i,40,-2%,0,679
COc1ccc(C)c2sc(=NC(=O)c3ccc(C(C)=O)cc3)n(C)c12,0.8%,-5%,8%,0%,4.7,66,10%,i,44,-1%,-10,679
CC(C)C(=O)NNC(=O)c1c(O)c2ccccc2[nH]c1=O,-0.1%,0%,2%,-12%,1.3,58,8%,i,13,-5%,10,727
CCOC(=O)COc1nc(C)cc(C(F)(F)F)c1C#N,-0.1%,-2%,-7%,6%,-0.2,53,.,i,23,-11%,-25,716
COc1ccc(C(=O)N/N=C/c2cccnc2)cc1,-0.1%,2%,14%,23%,1.2,50,7%,i,21,-2%,.,.
CCC(=O)Nc1ccc(NC(=O)CSc2nc3c(c(=O)n(C)c(=O)n3C)n2CC)cc1,-0.1%,-2%,0%,-6%,0.4,55,4%,i,30,-4%,-4,790
COc1cccc(N2CCN(CC(=O)NCc3ccccc3)CC2)c1,-0.1%,5%,9%,4%,1.5,53,9%,i,68,-10%,0,814
O=C(c1cccc(C(F)(F)F)c1)N1CCN(c2cc(=O)[nH]nc2-c2ccccc2)CC1,0.2%,13%,5%,-1%,-1.4,93,5%,i,8,-6%,.,.
O=c1cc(C(F)(F)F)[nH]c2ccc(C(F)(F)F)cc12,-0.3%,-10%,15%,-9%,0.4,37,-12%,i,64,-4%,0,683
CCN(CC)CCN1C(=O)C(=O)/C(=C(/O)c2ccc(F)cc2)C1c1ccncc1 (stereo not given),-0.5%,8%,1%,-12%,1.2,48,1%,i,34,-4%,16,673
CCOC(=O)COc1cccc2c(=O)n(CC(=O)N3CCC(C)CC3)ccc12,0.3%,7%,11%,-16%,2.0,68,-12%,i,40,-6%,-5,673

# Brought forward from above: six entries; new compounds follow.
SMILES,GPR55 activation,GPR55 antagonists,SV40 large T antigen,GPR35 arrestin U2OS,NTR1 agonist,NTR1 agonist cell count 20 µM,Rac1 GTP hydrolysis,T cell HTS,T cell HTS vesicle-bound %,LYP inhibition,Hep lipid drop,Hep lipid drop cells 6.5 µM
CCC(=O)Nc1ccc(NC(=O)CSc2nc3c(c(=O)n(C)c(=O)n3C)n2CC)cc1,-0.1%,-2%,0%,-6%,0.4,55,4%,i,30,-4%,-4,790
COc1cccc(N2CCN(CC(=O)NCc3ccccc3)CC2)c1,-0.1%,5%,9%,4%,1.5,53,9%,i,68,-10%,0,814
O=C(c1cccc(C(F)(F)F)c1)N1CCN(c2cc(=O)[nH]nc2-c2ccccc2)CC1,0.2%,13%,5%,-1%,-1.4,93,5%,i,8,-6%,.,.
O=c1cc(C(F)(F)F)[nH]c2ccc(C(F)(F)F)cc12,-0.3%,-10%,15%,-9%,0.4,37,-12%,i,64,-4%,0,683
CCN(CC)CCN1C(=O)C(=O)/C(=C(/O)c2ccc(F)cc2)C1c1ccncc1 (stereo not given),-0.5%,8%,1%,-12%,1.2,48,1%,i,34,-4%,16,673
CCOC(=O)COc1cccc2c(=O)n(CC(=O)N3CCC(C)CC3)ccc12,0.3%,7%,11%,-16%,2.0,68,-12%,i,40,-6%,-5,673
O=c1oc2ccccc2c(N2CCCCC2)c1CN1CCCC1,-0.3%,5%,-1%,-1%,1.2,65,8%,i,38,0%,15,758
O=C1CSC(=S)N1/N=C/c1ccc(O)c([N+](=O)[O-])c1,-0.2%,6%,27µM*,-4%,.,.,31%,.,.,1%,-2,719
O=C1CNC(=O)N1c1ccc(Cl)cc1,-0.1%,2%,2%,-14%,-0.9,91,15%,i,15,-7%,.,.
Cc1cccc(N(Cc2cc3ccccc3[nH]c2=O)C(=O)c2ccco2)c1C,-0.2%,-2%,.,-2%,0.3,36,7%,i,53,-10%,.,.
Cc1c(NC(=O)OCCNC(=O)Nc2ccccc2)sc(=S)n1C,0.0%,11%,16%,12%,0.1,54,11%,i,58,-4%,.,.
CC(C)(C)CC(=O)NCCc1csc(-c2ccccc2)n1,-0.1%,-1%,10%,4%,0.1,57,2%,i,30,-4%,-2,687
COc1ccc(/C=C(\NC(=O)c2cccs2)C(=O)NN)cc1OC,1.1%,-3%,4%,-4%,0.8,88,-5%,i,22,-11%,8,818
Cc1ccc2c(c1)SC1=NC(c3ccccc3)(C(F)(F)F)NC(=O)N12 (stereo not given),-0.1%,9%,15%,9%,5.0,90,.,i,13,4%,.,.
O=C(CSc1ncnc2c1oc1ccccc12)Nc1ccc2c(c1)OCCO2,.,.,9%,.,3.3,94,7%,i,20,.,.,.
O=C(NCc1cccnc1)c1ccccc1Br,-0.1%,0%,2%,4%,-0.7,73,10%,i,8,1%,-3,487
CC(=O)NC(Cc1ccc(F)c(F)c1)C(=O)NC1CCN(C(=O)c2ccc(C)cc2)CC1 (stereo not given),0.3%,14%,0%,12%,-1.1,55,-1%,i,36,-5%,8,730
Cc1ccc(NC(=O)c2cc(C)no2)cc1,0.0%,15%,2%,-4%,-0.1,102,8%,i,61,-6%,4,823
CC1(C)CC(N=C2C([N+](=O)[O-])=CC=C3C2=NC2(CCCCC2)N3O)CC(C)(C)N1,-0.1%,-4%,29%,7%,0.4,32,-14%,i,26,-6%,1,670
CCOc1ccc(NC(=S)NCc2ccc3[nH]c(C)cc3c2)cc1,0.1%,-10%,-2%,-16%,1.1,43,-4%,i,20,-1%,-16,712
CCOc1ccc(C(CC(=O)O)NC(=O)C23CC4CC(CC(C4)C2)C3)cc1OC (stereo not given),0.1%,9%,4%,-3%,-0.5,43,8%,i,16,-6%,-1,720
COc1ccccc1CN1CCNC(=O)C1CC(=O)NCCCn1cccn1 (stereo not given),-0.3%,15%,2%,14%,1.6,66,-3%,i,61,-7%,-48,656
Cc1cccc(NS(=O)(=O)c2cc(C(=O)NCc3ccccn3)ccc2C)c1,-0.1%,1%,9%,5%,0.9,51,7%,i,65,-11%,-7,658
Cc1ccc(S(=O)(=O)NC(C(=O)N2CCOCCOCCOCCOCC2)C(C)C)cc1 (stereo not given),0.5%,5%,2%,2%,0.1,47,2%,i,15,-6%,10,851
O=C(C1CCCCC1)N1CCC(n2nnc3ccccc32)CC1,0.6%,6%,-1%,-1%,0.0,100,1%,i,10,-4%,-4,699
COc1ccc(/C=N/NC(=O)CNc2ccc(Br)cc2)c(C(=O)O)c1OC,-0.4%,2%,4%,-4%,-0.8,98,1%,i,56,-1%,0,673
Cn1c(CC(=O)NCCO)c(Sc2ccccc2)c2ccccc21,0.0%,5%,10%,3%,3.1,78,2%,i,24,-6%,-1,603
CC(C)(C)c1nc2ccccc2[nH]1,0.2%,-1%,10%,5%,-0.2,62,2%,i,58,-6%,13,750
CCCCCCCCCCCCOC1OC(CO)C(O)C(O)C1NC(C)=O (stereo not given),0.0%,1%,1%,-12%,1.6,40,7%,i,8,0%,-7,546
S=c1[nH]nc(-c2cccnc2)n1/N=C/C(Cl)=C\c1ccccc1,0.8%,13%,14%,-8%,12,89,6%,i,62,-2%,21,767
